From PubChem BioAssay
FBPA coupling cs: qHTS Assay for Inhibitors of Fructose-1,6-bisphosphate Aldolase from Giardia Lamblia: Coupling assay counterscreen; activity change, negative = inhibition, % at 58.2 µM, hits read low; 290,000 compounds, 0.67% hits; coupling enzyme system counterscreen, AmpLite Red fluorescence; in the data active = activity change below about -30%
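Fluorescence at 525 nm excitation and 598 nm emission measured inhibition of the coupled detection system without aldolase. Compounds (at 57.5 uM final) were preincubated 10 min at room temperature with coupling enzyme reagent before a 20 min substrate/AmpLite Red step.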
USP2a block: qHTS Assay for Inhibitors of Ubiquitin-specific Protease USP2a Using CHOP2 as the Reporter. AID 463254, 2010. 330,000 compounds, 0.01% hits. Potency, µM (highest dose often 38.3 µM), without a hit: top-dose activity change, negative = inhibition, most hits filed as inhibitors. USP2 core, Ub-CHOP2 coupled fluorogenic reporter, 485/531;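 also: potency is read from the fitted curve at half-maximal effect; plate controls were DMSO wells for no effect and full inhibition by NEM control for full effect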
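Cell-free coupled assay: 10nM USP2 core preincubated 30min RT with compound in Tris-HCl pH 8.0/CaCl2/CHAPS buffer, then 25nM Ub-CHOP2 and 25nM reporter substrate; fluorescence (Ex 485/Em 531) read after 60min RT, normalized to NEM inhibition, concentration-response curves fitted.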
hERG WT inh: qHTS for Inhibitors of KCHN2 3.1: Wildtype qHTS. Voltage-gated inwardly rectifying potassium channel KCNH2 (Homo sapiens), Q12809. U2OS, BacMam KCNH2, thallium flux FluxOr; stronger effect = lower value. activity change, % at 1.84 µM. 340,000 compounds, 0.37% hits. AID 720551, 2013;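 active = maximum activity change below -70%; inconclusive = maximum activity change between -70% and -50%; inactive = maximum activity change above -50%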
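U2OS cells were transduced with wild-type KCNH2 virus (2.03 x 10^8 / mL) for 4 h at room temperature, then cultured overnight at 37 C. Thallium flux was read with FluxOr dye. Rate constants were normalized to DMSO controls.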
KCNH2 3.1 inh: qHTS for Inhibitors of KCHN2 3.1: Mutant qHTS | U2OS KCNH2 3.1, thallium flux FluxOr; stronger effect = lower value | activity change, % (tested at about 1.8 µM) | 340,000 compounds, 0.95% hits;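 active = maximum activity change below -70%; inconclusive = maximum activity change from -70% to -50%; inactive = maximum activity change above -50%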;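 also: thallium influx rate constant from kinetic fluorescence after stimulation buffer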
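We transduce U2OS cells with the mutant 3.1 virus, culture them overnight, load FluxOr with Red40 quencher for 45 min, then add stimulation buffer and read kinetically for 2 min to derive a normalized rate constant.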
uPA surface inh: qHTS for Inhibitors of Cell Surface uPA Generation; 330,000 compounds, 0.31% hits; cell surface uPA generation assay, qHTS; Potency, µM (series often up to 38.3 µM), without a hit: at the top dose activity change, negative = inhibition, most hits filed as inhibitors; active = well fitted inhibition curve with a large enough effect; inconclusive = small, poorly fitted or top-dose-only effect; inactive = no such curve, though single readings can be large or run the other way; tested in mouse RAW 264.7 cells; also: potency is read from the fitted curve at half-maximal effect; nearly all actives have a fitted effect of over 55% in size
Eya2 phos inh: qHTS Assay for Inhibitors of the Phosphatase Activity of Eya2; recombinant Eya2, OMFP fluorescence dephosphorylation (OMFP is methylfluorescein phosphate); 330,000 compounds, 0.006% hits; AID 488837, 2010; Potency, µM (top dose mostly 76.9 µM), for the others: at the top dose activity, negative = inhibition, usual class: inhibitors; Protein phosphatase EYA2 (Homo sapiens), O00167; also: potency is read from the fitted curve at half-maximal effect
Target sequence (O00167 whole entry, looked up): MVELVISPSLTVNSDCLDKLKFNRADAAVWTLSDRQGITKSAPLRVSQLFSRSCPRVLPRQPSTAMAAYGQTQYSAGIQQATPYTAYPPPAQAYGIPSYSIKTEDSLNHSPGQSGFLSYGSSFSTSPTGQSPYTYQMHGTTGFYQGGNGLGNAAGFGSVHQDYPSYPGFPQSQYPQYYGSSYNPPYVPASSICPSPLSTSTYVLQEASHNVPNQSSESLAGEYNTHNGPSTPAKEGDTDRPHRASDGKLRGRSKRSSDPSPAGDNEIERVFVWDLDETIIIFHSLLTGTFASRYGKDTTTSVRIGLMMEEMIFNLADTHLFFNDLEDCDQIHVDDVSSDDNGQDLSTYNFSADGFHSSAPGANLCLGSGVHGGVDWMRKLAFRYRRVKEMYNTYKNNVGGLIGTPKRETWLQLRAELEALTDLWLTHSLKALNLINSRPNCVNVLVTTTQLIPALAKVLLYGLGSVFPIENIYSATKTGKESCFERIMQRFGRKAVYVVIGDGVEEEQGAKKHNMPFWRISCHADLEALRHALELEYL
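Eya2 (0.2 uM) preincubated 10 min at ambient with compound, then OMFP substrate added at 50 uM; 10 min reaction in 50 mM HEPES pH 7.5, 50 mM NaCl, 5 uM MgCl2, 0.05% BSA, 1 mM DTT. Fluorescence read at Ex 485/Em 525 nm.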
PKM2 activator: qHTS Assay for Activators of Human Muscle isoform 2 Pyruvate Kinase. purified PKM2, Kinase-Glo ATP luminescence, activation; response scale: 0% is enzyme alone, no compound. Potency, µM (series often up to 57.5 µM), inactives show top-dose activation, usual class: activators. 260,000 compounds, 0.34% hits. AID 1631, 2009; also: potency is read from the fitted curve at half-maximal effect; nearly all actives have a fitted effect of over 55% in size
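Kinase-Glo luminescence reports ATP generated from ADP (0.1 mM) and PEP (0.5 mM) by purified hPK-M2 after 1 h at room temperature, pH 7.2 imidazole buffer; intermediate enzyme activity allows detecting inhibitors and activators.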
Giardia kill: Small Molecules that selectively kill Giardia lamblia: qHTS; Giardia lamblia trophozoite viability; activity change, % at 7.66 µM, hits read low; 340,000 compounds, 0.15% hits; in the data active = activity change below about -80%; inconclusive = between about -30% and that limit;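 also: parasites exposed to compound for two days anaerobically before the ATP read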
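Luminescent ATP signal served as the viability read-out, measured 15-30 min after adding ATP detection reagent to trophozoites that had been incubated with compounds for 48 hrs at 37 deg C anaerobically at 100 cells/well.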
B2AR arrestin: qHTS assay of beta-arrestin-biased ligands of beta2-adrenergic receptor. AID 492947, 2010. beta-arrestin recruitment to beta2AR, cell-based reporter. Potency, µM (titrated, usually from 46.1 µM), for inactives: top-dose activation, usual class: activators. Beta-2 adrenergic receptor (Homo sapiens), P07550. 330,000 compounds, 0.02% hits;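 also: potency is read from the fitted curve at half-maximal effect; 0% = DMSO controls and full agonism = EC100 isoproterenol or metaproterenol; nearly all actives have a fitted effect of over 65% in size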
Target sequence (P07550 whole entry, looked up): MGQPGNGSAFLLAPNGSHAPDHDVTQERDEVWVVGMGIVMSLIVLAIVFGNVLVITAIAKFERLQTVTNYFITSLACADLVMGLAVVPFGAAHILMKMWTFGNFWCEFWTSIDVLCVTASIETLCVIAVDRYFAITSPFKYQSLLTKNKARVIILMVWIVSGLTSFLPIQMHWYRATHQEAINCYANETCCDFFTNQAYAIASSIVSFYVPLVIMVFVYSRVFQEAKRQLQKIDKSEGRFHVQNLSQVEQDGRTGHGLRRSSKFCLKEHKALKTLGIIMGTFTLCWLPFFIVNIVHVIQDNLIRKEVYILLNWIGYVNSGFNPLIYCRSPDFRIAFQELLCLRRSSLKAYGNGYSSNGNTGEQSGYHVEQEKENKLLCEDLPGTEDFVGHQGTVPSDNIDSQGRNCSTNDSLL
Chronic BCR inh: qHTS Assay to Find Inhibitors of Chronic Active B-Cell Receptor Signaling; 340,000 compounds, 0.05% hits; Potency, µM (doses to about 46.1 µM), for the others: at the top dose ratio change, negative = lower green/red ratio, usual class: inhibitors; ABC-DLBCL IkBa-CBG/CBR reporter, luminescence ratio, 4 h; AID 493014, 2011; active = well fitted inhibition curve with a large enough effect in the signal ratio, with a control signal flat, not every such curve was filed as active; inconclusive = small, poorly fitted or top-dose-only effect, or effect the other way, or a change in a side signal; the % refers to the signal ratio;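 also: potency is read from the fitted curve at half-maximal effect; plate controls were basal doxycycline-induced cells for no effect and cells given 10 µM MG132 for full effect; MG132 reads +100%, hits lower the ratio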
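Concentration-response series (up to 46 uM) were applied to TMD8 dual-reporter cells for 4 h at 37C with doxycycline. Green/red ratio, after filter-overlap correction, defined %Activity; red signal alone was normalised to basal cells and zero luminescence.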
GALK inhibitor: qHTS Assay for Inhibitors of Human Galactokinase (GALK); AID 1868, 2009; P51570; Potency, µM (titrated, usually from 57.5 µM), without a hit: at the top dose activity change, negative = inhibition, hits mostly inhibitors; Purified GALK, Kinase-Glo residual ATP luminescence; 270,000 compounds, 0.007% hits; also: potency is read from the fitted curve at half-maximal effect
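The enzyme phosphorylates galactose (100 uM) using ATP (35 uM); inhibition is detected as higher residual ATP, quantified by bioluminescence after 1 h reaction at room temperature, pH 8.0.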
The depositor's hits bear a star; ? = inconclusive; . = not tested or not shown; [ ] = remark or other dose. Unless noted, calls follow the shape of the dose curve; as a rule, active = well fitted curve in the direction sought with a large enough effect; inconclusive = small, poorly fitted or top-dose-only effect, or another doubt; inactive = no such curve, though single readings can be large; an effect the other way counts as inactive or inconclusive. Unless noted, % is scaled to controls: 0 for no effect and ±100 for the full control effect.

SMILES	FBPA coupling cs	USP2a block	hERG WT inh	KCNH2 3.1 inh	uPA surface inh	Eya2 phos inh	PKM2 activator	Giardia kill	B2AR arrestin	Chronic BCR inh	GALK inhibitor
COC(=O)c1c(-c2c(Cl)cccc2Cl)noc1NC(=O)NN1CCCCC1	0	-1%	5	-1	10%	-5%	0%	-6	-0.5%	-20%	-1%
Cc1c(NC(=O)Cn2nc(C(F)(F)F)c3c2CCCC3)c(=O)n(-c2ccccc2)n1C	15	0%	-2	-1	4%	9%	-9%	21	-0.3%	-3%	-1%
Cc1cc(=O)oc2cc(OCC(=O)Nc3ccc(F)cc3F)ccc12	.	1%	0	-23	-5%	-24%	.	3	-0.1%	4%	.
COc1ccc(CCN(Cc2nc3ccccc3c(=O)[nH]2)C(=O)C2CC2)cc1	3	2%	-4	-3	5%	14%	1%	20	-0.1%	4%	2%
Cc1ccc(N(C(=O)c2csnn2)C(C(=O)NC2CCCCC2)c2ccncc2)cc1 (configuration not stated)	4	2%	-16	-2	1%	-3%	.	7	-0.4%	?	1%
O=C(NCc1ccc2c(c1)OCO2)c1cc2ccccc2o1	1	6%	7	-15	-1%	-20%	2%	8	0.1%	20%	0%
C#CCOCCOCCOCCNc1nc(N2CCN(C(=O)Cn3cc(CCCN=C(N)N)nn3)CC2)nc(N2CCN(C(=O)[C@H]([C@@H](C)CC)n3cc(CCCN=C(N)N)nn3)CC2)n1	0	3%	.	.	.	11%	0%	.	-0.4%	-1%	.
CCCC[n+]1ccn(-c2nc3ccccc3nc2[N-]S(=O)(=O)c2ccc(Cl)cc2)c1	0	-1%	2	-32	8%	-12%	-1%	9	-1.1%	9%	.
O=C(NC1CC1)c1cc2c(s1)-c1ccccc1OC2	-8	0%	-12	6	-23%	-3%	-5%	-12	0.2%	?	2%
Cc1ccc(NS(=O)(=O)c2c(C(=O)N3CCCC3)c(C)n(C)c2C)cc1	0	3%	4	11	0%	7%	.	2	-0.5%	-10%	7%
Cc1ccc(C(=O)N2CCC3(CC2)NCCc2[nH]cnc23)cc1C	.	2%	-4	-5	-6%	-5%	.	-26	0.0%	-17%	6%
O=C(NCc1ccccc1)c1ccc[n+]([O-])c1	-1	-2%	-6	-17	11%	0%	-3%	-7	-0.5%	3%	5%
CC(C)C(NC(=O)c1c(F)cccc1F)C(=O)NCc1ccc(S(=O)(=O)N2CCOCC2)cc1 (configuration not stated)	.	-1%	-14	14	0%	4%	.	-10	0.5%	1%	.
O=C(C(=O)N1CCOCC1)c1cn(CC(=O)N2CCc3ccccc3C2)c2ccccc12	0	3%	-1	3	-4%	-5%	-5%	4	-0.1%	0%	0%
O=C(NNC(=O)c1nn(-c2ccc(F)cc2)ccc1=O)c1ccc(C(F)(F)F)cc1	2	1%	2	-1	-6%	16%	-3%	-9	0.4%	?	1%
Oc1[nH]c2ccc(Br)cc2c1N=Nc1ccc(C(F)(F)F)cn1	0	-1%	-39	.	4%	-9%	-6%	8	0.2%	?	1%
O=C(Nc1nccs1)C1C2CC3OC(=O)C1C3C2 (configuration not stated)	7	1%	2	-7	4%	8%	-5%	-7	-0.4%	6%	-1%
CCOc1cc(S(=O)(=O)N2CCN(S(=O)(=O)CC)CC2)c(OCC)cc1-n1cnnn1	1	1%	-2	-15	0%	12%	7%	-13	-0.6%	-3%	4%
Cc1ccc(OCc2cc(C(=O)NCc3cn4ccccc4n3)no2)cc1C	-4	0%	-2	-9	1%	4%	8%	-4	-0.9%	?	5%
COc1ccc(N2C(=O)C(Cc3ccccc3)NC2=S)cc1 (configuration not stated)	-1	-2%	-4	-31	-6%	9%	-1%	28	0.2%	?	9%
CC(C)C[C@H](NC(=O)c1nc[nH]c1C(=O)NCCCCCN)C(=O)OCc1ccccc1	.	-1%	.	.	14%	-27%	.	-1	0.0%	5%	.
COc1cccc(-n2c(N)cc(=O)nc2SCC(=O)Nc2cc(C)on2)c1	-1	-2%	-4	6	1%	6%	-2%	7	0.4%	6%	-2%
Cc1cc(NS(=O)(=O)c2ccc(NC(=O)COc3ccccc3C(C)C)cc2)no1	9	-1%	5	3	-23%	-11%	1%	-5	-0.3%	-8%	-2%
C[C@H](NC(=O)c1nc[nH]c1C(=O)N[C@@H](C)C(=O)OCc1ccccc1)C(=O)OCc1ccccc1	0	-7%	-9	3	-6%	-15%	7%	23	-0.2%	0%	.
NC(=O)[C@H]1CC2(CC(c3cccc(NC(=O)[C@H]4CCC(=O)N4)c3)=NO2)CN1C(=O)c1ccccc1 (some centres not stated)	0	7%	-1	6	10%	-1%	-5%	6	-0.3%	1%	-15%

Another view of part of the listing above:
compound,FBPA coupling cs,USP2a block,hERG WT inh,KCNH2 3.1 inh,uPA surface inh,Eya2 phos inh,PKM2 activator,Giardia kill,B2AR arrestin,Chronic BCR inh,GALK inhibitor
Cc1ccc(OCc2cc(C(=O)NCc3cn4ccccc4n3)no2)cc1C,-4,0%,-2,-9,1%,4%,8%,-4,-0.9%,?,5%
COc1ccc(N2C(=O)C(Cc3ccccc3)NC2=S)cc1 (configuration not stated),-1,-2%,-4,-31,-6%,9%,-1%,28,0.2%,?,9%

(list continues)
SMILES	FBPA coupling cs	USP2a block	hERG WT inh	KCNH2 3.1 inh	uPA surface inh	Eya2 phos inh	PKM2 activator	Giardia kill	B2AR arrestin	Chronic BCR inh	GALK inhibitor
CCC(=NCCc1ccc(OC)c(OC)c1)c1ccccc1O	-1	-2%	-2	3	7%	7%	.	4	0.3%	?	-1%
Cc1cc2cc(CN(CCN(C)C)C(=S)NCc3ccco3)c(=O)[nH]c2cc1C	-4	-2%	4	13	-5%	1%	5%	33[activator]	0.4%	?	5%
O=C(c1cc([N+](=O)[O-])ccc1N1CCOCC1)N1CCOCC1	0	5%	-28	8	1%	-1%	-6%	-16	-0.1%	-2%	1%
COc1ccc(NC(=O)c2ccc(-n3cnnn3)cc2)c([N+](=O)[O-])c1	1	0%	15	-21	-8%	-4%	-1%	-3	-1.2%	-15%	4%
O=C(Cn1nnc(-c2ccccc2-n2cnnn2)n1)N1CCCCC1	1	2%	2	-4	-1%	-3%	-1%	-6	-0.7%	0%	6%
O=C(CN1CCc2ccccc2C1)N1CCN(S(=O)(=O)c2ccccc2)CC1	3	3%	6	-3	.	-8%	?	-9	-0.1%	?	0%
Cc1csc(NC(=O)NC2(C(F)(F)F)Oc3ccccc3O2)n1	0	0%	-4	-4	-7%	5%	2%	-17	0.0%	10%	2%
CC(C)(C)c1ccc(S(=O)(=O)N2CCc3nc4ccccc4c(C(=O)O)c3C2)cc1	4	-1%	9	-5	4%	3%	.	-26	0.0%	2%	3%
CCc1nnc(NC(=O)C2CCCN(S(=O)(=O)c3ccc(OC)cc3)C2)s1 (configuration not stated)	0	0%	-14	-7	4%	1%	-5%	-5	-0.3%	12%	-1%
O=c1cc(COc2ccccc2[N+](=O)[O-])nc2sccn12	-1	2%	-3	-10	-1%	5%	8%	17	0.3%	9%	.
CCCn1c(N2CCN(C(=O)/C=C/C(=O)O)CC2)nc2ccccc21	3	-2%	7	25	5%	-24%	2%	13	-0.6%	0%	4%
O=C(c1cn(-c2ccc(Cl)c(Cl)c2)nn1)C1CC1	-1	0%	0	-5	-1%	1%	3%	-3	0.0%	?	1%
O=C1c2ccccc2C(=O)N1CCOc1ccccc1Br	.	2%	7	-2	1%	-15%	2%	7	-0.6%	-6%	-2%
CCOC(=O)c1c(CSCc2ccccc2)oc2ccc(O)c(CN(C)C)c12	-17	0%	6	-22	-7%	-9%	-7%	-11	-0.3%	?	0%
COc1cc(OC)cc(OCC(O)Cn2ccnc2)c1 (configuration not stated)	0	2%	-3	2	4%	14%	-5%	3	0.0%	?	0%
Cc1ccsc1C(=O)OCC(=O)N1CC(=O)Nc2ccccc21	0	1%	-7	-2	-5%	12%	-5%	6	0.0%	-4%	3%
CS(=O)c1ccccc1O (configuration not stated)	2	6%	3	-2	10%	21%	12%	-10	0.1%	-4%	1%
O=C(CCC(=O)N(CC(=O)NC1CCCCC1)Cc1ccccc1)Nc1nccs1	3	2%	-6	13	3%	9%	.	-19	-0.2%	-1%	4%
CCOC(=O)C(=CNc1nc2ccc(C(=O)OCC)cc2s1)C(=O)OCC	1	0%	-1	27	9%	-5%	-6%	7	-0.1%	-2%	0%
